Screens deposited in PubChem BioAssay by National Center for Advancing Translational Sciences (NCATS).
Sm TGR inh: inhibitors of Schistosoma mansoni thioredoxin glutathione reductase; purified TGR, DTNB reduction, TNB absorbance 405 nm; Q962Y6; 360,000 tested, 3% active; Potency, µM (series often up to 114 µM), without a hit: top-dose activity change, negative = inhibition, actives largely listed as inhibitors; further: potency means the concentration at half of the fitted maximal effect; nearly all actives have a fitted effect of over 60% in size
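First, TGR (20 nM dispensed) and NADPH were mixed with compound. Second, a 15 min room-temperature incubation followed. Third, further NADPH and then DTNB were added to start the reaction. Finally, TNB absorbance was monitored kinetically.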
HCMV inh: blocks human cytomegalovirus replication; HFF cells, HCMV-luciferase reporter, 72 h; hits give low values; activity change, negative = inhibition, % at 57.5 µM; 410,000 tested, 4.5% active; in the data active means activity change below about -60%; inconclusive means no clear call, values can overlap the other calls; inactive means above about -39%
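Inhibition of viral replication was scored as loss of reporter luminescence in HFFs infected with HCMV-luciferase (MOI 1 PFU/cell) for 72 h; compounds tested at 2 doses, normalized to buffer and Salinomycin controls.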
AmpC detergent: inhibitors of E. coli AmpC beta-lactamase with detergent; AmpC hydrolysis of nitrocefin, absorbance 480 nm, 0.01% Triton; Potency, µM (series often up to 114 µM), for inactives: at the highest dose activity change, negative = inhibition, hits mostly inhibitors; 370,000 tested, 0.041% active; AID 485294;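 further: potency means the concentration at half of the fitted maximal effect; 0% = no-compound wells and -100% = no-enzyme wells; nearly all actives have a fitted effect of over 25% in size; some results filed as inactive show a strong effect at the top dose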
Target sequence (P00811 whole entry, looked up): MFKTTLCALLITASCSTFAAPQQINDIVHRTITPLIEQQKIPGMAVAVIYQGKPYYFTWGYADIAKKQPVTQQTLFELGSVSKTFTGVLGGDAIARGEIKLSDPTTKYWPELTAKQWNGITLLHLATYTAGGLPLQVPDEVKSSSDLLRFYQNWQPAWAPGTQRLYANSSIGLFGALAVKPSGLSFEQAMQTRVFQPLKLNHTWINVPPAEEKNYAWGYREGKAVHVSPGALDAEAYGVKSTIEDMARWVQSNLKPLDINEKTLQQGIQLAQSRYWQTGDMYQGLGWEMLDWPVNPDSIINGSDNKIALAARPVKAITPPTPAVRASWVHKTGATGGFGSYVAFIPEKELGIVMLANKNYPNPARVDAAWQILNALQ
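20 mM phosphate pH 7.0 + 0.01% (detergent screen) or 0.0001% Triton X-100; 5.3 nM AmpC reagent; cpd preinc 15 min RT; nitrocefin (800 uM stock) to start; A480 q20 s × 4 min; Activity was normalised to no-enzyme and no-compound control wells.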
AMA1-RON2 inh: inhibitors of Plasmodium falciparum AMA1-RON2 interaction | AlphaScreen AMA1-biotinylated RON2 peptide binding | Potency, µM (titrated, usually from 58.2 µM), for inactives: top-dose activity change, negative = inhibition, actives largely listed as inhibitors | 360,000 tested, 0.2% active | AID 720542;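 further: potency means the concentration at half of the fitted maximal effect; 0% = vehicle wells and -100% = peptide control; nearly all actives have a fitted effect of over 45% in size; some results filed as inactive show a strong effect at the top dose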
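AMA1 (3D7) with his tag at 25 nM final met compounds first, then biotinylated RON2 peptide at 25 nM; detection used donor plus acceptor beads, 10 µg/mL apiece, read by AlphaScreen after 30 min at room temperature.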
AmpC no deterg: AmpC beta-lactamase inhibition without detergent; P00811; AmpC nitrocefin hydrolysis, absorbance 480 nm, 0.0001% Triton; Potency, µM (top dose mostly 57.1 µM), without a hit: at the top dose activity change, negative = inhibition, most hits filed as inhibitors; 330,000 tested, 0.52% active;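 further: potency means the concentration at half of the fitted maximal effect; plate controls were no compound for no effect and no enzyme for full effect; nearly all actives have a fitted effect of over 20% in size; some results filed as inactive show a strong effect at the top dose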
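AmpC (5.3 nM in the dispensed reagent) in 20 mM phosphate pH 7.0 with 0.01% (detergent screen) or 0.0001% Triton X-100 was preincubated with compounds for 15 min at room temperature. Nitrocefin was then added from an 800 uM solution, and hydrolysis was followed at 480 nm.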
Giardia FBPA inh: Giardia lamblia aldolase inhibition; A8B2U2; purified Giardia FBPA; Potency, µM (series often up to 59.6 µM), inactives show top-dose activity, negative = inhibition, actives largely listed as inhibitors; 290,000 tested, 0.71% active; AID 2451; further: potency means the concentration at half of the fitted maximal effect; nearly all actives have a fitted effect of over 55% in size
Target sequence (A8B2U2 whole entry, looked up): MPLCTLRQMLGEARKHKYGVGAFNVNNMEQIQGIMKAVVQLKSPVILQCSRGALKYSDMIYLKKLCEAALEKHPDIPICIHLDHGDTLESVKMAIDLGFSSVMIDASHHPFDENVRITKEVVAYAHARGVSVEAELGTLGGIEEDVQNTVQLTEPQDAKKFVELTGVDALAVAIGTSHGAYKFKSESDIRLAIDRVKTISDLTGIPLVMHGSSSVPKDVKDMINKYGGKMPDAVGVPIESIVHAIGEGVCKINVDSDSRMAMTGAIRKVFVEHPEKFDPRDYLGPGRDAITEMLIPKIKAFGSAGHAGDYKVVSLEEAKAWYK
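40 nM FBPA preincubated 10 min at RT with compound (up to 57.5 uM final), then substrate plus GAPDH/TPI/NAD/arsenate coupling and diaphorase/resazurin added. Fluorescence read after 20 min at RT, 525/598 nm.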
* marks the source's active call; other numbers are inactive results; ? = inconclusive; · = not tested or not shown; & = joins results of further samples; [ ] = another dose, or the depositor's remark. Unless noted, the call rests on the fitted dose curve; in most records, active means well fitted curve in the direction sought with a large enough effect; inconclusive means small, poorly fitted or top-dose-only effect, or another doubt; inactive means no such curve, though single readings can be large; an effect the other way counts as inactive or inconclusive. Unless noted, on the % scale 0 is the no-effect control and ±100 the full control effect.

SMILES | Sm TGR inh | HCMV inh | AmpC detergent | AMA1-RON2 inh | AmpC no deterg | Giardia FBPA inh
COc1cc(-c2nc3ccccc3s2)ccc1O | -2% | 152 | -10% | -13% | -16% | 7%
COCCN1C(=O)C(=O)/C(=C(/O)c2ccc(S(=O)(=O)N3CCOCC3)cc2)C1c1cccc(OC)c1 (centres undefined) | -24% | 21 | -9% | -12% | -14% | -8%
CCc1noc(C)c1C(=O)NNC(=O)c1ccccc1 | -2% | 47 | 7% | 0% | -12% | ·
CCCCNC(=O)CCC1N=C2c3ccccc3N=C(SCC(=O)NCCc3ccc(OC)c(OC)c3)N2C1=O (centres undefined) | 6% | -5 | 0% | · | · | ·
COc1ccccc1CNC(=O)c1ccc(CS(=O)(=O)c2ccccc2OC)o1 | ? | 2 | 4% | -3% | 5% | 3%
O=C(CN1C(=O)CCC1=O)Nc1nc(-c2ccc3ccccc3c2)cs1 | -5% | ? | 4% | -7% | 14% | -7%
CC12CN(NC(=O)c3ccccc3F)C3(C#N)CC1CCC23C (centres undefined) | 8% | -75* | -9% | 5% | -9% | 14%
CCOc1ccc(C(=O)NC(=S)NCc2cccnc2)cc1 | ? | -16 | ? | 2% | -18% | 0%
CCN(C(=O)CSc1nnc(-c2c[nH]c3ccccc23)o1)C1CCS(=O)(=O)C1 (centres undefined) | 2% | 0 | -3% | 6% | 1% | 11%
CCc1ccc(NC(=O)CCC(=O)c2ccc(C)cc2)cc1 | 4% | -5 | -7% | 17% | -17% | 9%
CC1(C)N([O-])C2=C(CCCC2)[N+]1=O | · | ? | -5% | 2% | -16% | -23%
COc1ccc(-n2nc3c(N4CCC(C(=O)NCc5ccccc5C)CC4)nnc(C)c3c2C)cc1 | 6%&-16% | ? | -21%&-6% | -2% | 131%&148%[activator] | ·
COc1ccc(/C=N/NC(=O)CCCC(=O)NC2CCCCC2)cc1 | -29% | 54 | 4% | 35%[activator] | -1% | 10%
COc1ccc(N(C(=O)CNC(=O)c2ccco2)C(C(=O)NCC2CCCO2)c2ccccc2)cc1OC (centres undefined) | 1% | 26 | ? | 0% | 10% | -6%
O=C(O)CCn1ccc2cc(S(=O)(=O)N3CCCCCC3)ccc21 | 0%&1% | 0&1 | 2%&1% | 14% | -14% | ·
O=C(Cc1n[nH]c(=O)c2ccccc12)Nc1cccc(S(=O)(=O)N2CCCC2)c1 | 1% | -5 | 0% | -12% | -57% | 0%
O=C(c1cnn2c(C(F)F)cc(-c3ccccc3)nc12)N1CCCc2ccccc21 | -16% | -37 | 1% | 6% | -12% | 3%
O=C(N/N=C/c1cccnc1)c1ccc2c(c1)OCO2 | 8% | 95 | -4% | 39%[activator] | -10% | -12%
CCCCCCNC(=O)CCc1nc2cccnc2n1Cc1ccc(OC)cc1 | -5% | 34 | -10% | 15% | 74%[activator] | 8%
O=C(COC(=O)c1cc[n+]([O-])cc1)Nc1ccc(Cl)cc1C(F)(F)F | -8% | · | ? | 17% | ? | ·
CCN(CC)C(=O)c1c(NC(=O)c2ccccc2)sc(C)c1C | -22% | -9 | ? | 10% | -17% | 3%
CCOC(=O)c1cccc(NC(=O)c2cnc3sc(N4CCOCC4)nn3c2=O)c1 | 13% | -6 | 2% | · | · | ·
O=C(CCn1nc(-c2ccccc2)c2ccccc2c1=O)Nc1cccnc1 | 28% | 19 | 4% | 1% | 1% | -1%
O=C(Nc1cccc2c1N(C(=O)c1ccco1)CCC2)c1ccco1 | 4% | -39 | 7% | -5% | -9% | 0%
CCN(CC(=O)Nc1c(F)cccc1F)C(=O)c1ccc(=O)[nH]c1 | 0% | · | 1% | 17% | 63%[activator] | ·

Single records, from the list above. Screens in order: Sm TGR inh, HCMV inh, AmpC detergent, AMA1-RON2 inh, AmpC no deterg, Giardia FBPA inh
Results for O=C(N/N=C/c1cccnc1)c1ccc2c(c1)OCO2 : 8%, 95, -4%, 39%[activator], -10%, -12%
Results for CCc1ccc(NC(=O)CCC(=O)c2ccc(C)cc2)cc1 : 4%, -5, -7%, 17%, -17%, 9%
Results for COc1ccc(-n2nc3c(N4CCC(C(=O)NCc5ccccc5C)CC4)nnc(C)c3c2C)cc1 : 6%&-16%, ?, -21%&-6%, -2%, 131%&148%[activator], ·
Results for COc1ccc(N(C(=O)CNC(=O)c2ccco2)C(C(=O)NCC2CCCO2)c2ccccc2)cc1OC (centres undefined) : 1%, 26, ?, 0%, 10%, -6%
Results for O=C(COC(=O)c1cc[n+]([O-])cc1)Nc1ccc(Cl)cc1C(F)(F)F : -8%, ·, ?, 17%, ?, ·

Following part:
SMILES | Sm TGR inh | HCMV inh | AmpC detergent | AMA1-RON2 inh | AmpC no deterg | Giardia FBPA inh
Nc1sc2c([n+]1CCCS(=O)(=O)[O-])CCCC2 | -1% | -36 | -1% | 15% | -17% | 0%
COC(=O)c1ccc(NC(=O)N2CCOCC2)cc1 | -4% | -10 | ? | 5% | -20% | 7%
Cc1ccc(-n2c(SCC(=O)NCc3ccco3)nnc2-c2cccnc2)cc1 | 45µM* | ? | -8% | -13% | -1% | 3%
CCOc1ccc(NC(=O)CS(=O)(=O)c2cn(CC)c3ccccc23)cc1 | 5% | -20 | ? | 0% | ? | 1%
CC1=CC2=NC(=O)CC(C)(C(=O)N(CC(=O)NC(C)C)C3CCCC3)N2C=C1 (centres undefined) | · | · | 0% | · | -15% | 3%
CCc1nnc(NC(=O)Cc2sc(C)nc2-c2ccc(C)cc2)s1 | 7% | 74 | 3% | 2% | -14% | 8%
Cc1cc(=O)nc2c3ccccc3n(C(C)C(=O)Nc3cc(F)ccc3F)n12 (centres undefined) | -9% | -35 | -6% | -3% | 25% | 2%
CC(C)C(NC(=O)OC(C)(C)C)C(=O)NC(CCC(=O)OCc1ccccc1)C(N)=O (centres undefined) | · | -17 | 4% | 0% | 33% | 0%
CCCNC(=O)c1ccccc1NC(=O)c1ccc(CSc2ccccc2)cc1 | 2% | 9 | 14% | 1% | -17% | -9%
O=C(COc1cccc(F)c1)NNC(=O)c1cccc(-n2cccc2)c1 | 1% | -14 | 0% | 75%[activator] | -44% | ·
CCOc1ccc(NC(=O)C2CCN(C(=O)N3CCOc4ccccc43)CC2)cc1 | -19% | -19 | ? | 18% | 73%[activator] | 3%
Cc1nn(C)c(=O)n1-c1ccc(OCc2ccccc2)cc1 | -8% | · | -1% | -5% | 5% | 7%
CC(=O)N/C(=C\c1ccccc1)C(=O)N1CCOCC1 | 0% | 2 | 6% | 2% | -17% | 1%
CC1Cc2cc(S(=O)(=O)N(C)c3ccc(Br)cc3)ccc2N1C(=O)C1CC1 (centres undefined) | 7% | ? | 15% | · | · | ·
O=C(CC1C(=O)NCCN1Cc1cccc(C(F)(F)F)c1)NC1CCCCCC1 (centres undefined) | 22µM* | · | 0% | 37%[activator] | 88%[activator] | ·
CCCN(CCC)CCCNC(=O)C1CCCN(S(=O)(=O)c2cccc3nsnc23)C1 (centres undefined) | 7% | -8 | 2% | · | · | ·
CC1Cc2cc(S(=O)(=O)N3CCCCC3C)ccc2N1C(=O)C1CCC1 (centres undefined) | -6% | 8 | 1% | 0% | 23% | 0%
CCC(=O)Nc1ccc(N2CCCCC2)c(C(=O)Nc2ccc(OC)cc2)c1 | -10% | -81* | -1% | -17% | -12% | 2%
Cc1ccc(C(=O)COC(=O)CCC(=O)NC2CCCCC2)cc1[N+](=O)[O-] | 28% | 14 | -4% | -3% | 14% | 6%
Cc1c(CC(=O)N2CCCCC2)c(=O)oc2c(C)c3occ(C(C)(C)C)c3cc12 | 1% | ? | 21% | · | · | ·
Cc1ccc2c(=O)cc(C(=O)Nc3ccc(S(=O)(=O)N4CCCC(C)C4)cc3)oc2c1C (centres undefined) | 9% | 1 | 8% | · | · | ·
Cc1ccc2c(c1)N(CC(=O)NCCCN1CC(C)CC(C)C1)C(=O)c1cccnc1O2 (centres undefined) | 10% | -14 | -11% | -6% | -10% | -6%
O=C(O)c1ccccc1NC(=S)NC(=O)c1cccc2ccccc12 | · | -9 | ? | 42%[activator] | -30% | -11%
O=C(COC(=O)C1CC1)NCCc1ccccc1 | · | -18 | · | -5% | -10% | ·
C=CCn1c(SCc2c(C)noc2C)nc2sc(C)c(C)c2c1=O | 7% | 8 | -7% | 0% | 4% | 0%
Cc1ccc2c(CN3CCCCC3)cc(=O)oc2c1 | ? | -77* | -5% | -2% | -14% | -4%
Cc1ccc(CNC(=O)c2ccc(NC3=NC4CS(=O)(=O)CC4S3)cc2)cc1 (centres undefined) | 1% | -68* | -1% | 5% | -5% | 8%
COC(=O)c1ccc(NC(=O)C2CCCN2C(=O)Nc2cccc(C(C)=O)c2)cc1 (centres undefined) | -6% | -15 | -17% | -1% | -18% | 11%
CC(C)Oc1ccc2c3c(c(=O)oc2c1)CCC3 | -1% | -7 | ? | 5% | -9% | 0%

Filtered by structure, the compounds so far with fluorine.
SMILES | Sm TGR inh | HCMV inh | AmpC detergent | AMA1-RON2 inh | AmpC no deterg | Giardia FBPA inh
CC12CN(NC(=O)c3ccccc3F)C3(C#N)CC1CCC23C (centres undefined) | 8% | -75* | -9% | 5% | -9% | 14%
O=C(c1cnn2c(C(F)F)cc(-c3ccccc3)nc12)N1CCCc2ccccc21 | -16% | -37 | 1% | 6% | -12% | 3%
O=C(COC(=O)c1cc[n+]([O-])cc1)Nc1ccc(Cl)cc1C(F)(F)F | -8% | · | ? | 17% | ? | ·
CCN(CC(=O)Nc1c(F)cccc1F)C(=O)c1ccc(=O)[nH]c1 | 0% | · | 1% | 17% | 63%[activator] | ·
Cc1cc(=O)nc2c3ccccc3n(C(C)C(=O)Nc3cc(F)ccc3F)n12 (centres undefined) | -9% | -35 | -6% | -3% | 25% | 2%
O=C(COc1cccc(F)c1)NNC(=O)c1cccc(-n2cccc2)c1 | 1% | -14 | 0% | 75%[activator] | -44% | ·
O=C(CC1C(=O)NCCN1Cc1cccc(C(F)(F)F)c1)NC1CCCCCC1 (centres undefined) | 22µM* | · | 0% | 37%[activator] | 88%[activator] | ·
